PI5P4K alpha inh – qHTS for Inhibitors of phosphatidylinositol 5-phosphate 4-kinase (PI5P4K) | PI5P4Kalpha enzyme, ADP-Glo luminescence, 60 min; stronger effect = lower value | Phosphatidylinositol 5-phosphate 4-kinase type-2 alpha (Homo sapiens), P48426 | 330,000 tested, 1.2% active | max response, %; active means max response of -50% or lower; inconclusive means between -30% and -50%; inactive means -30% or higher; further: value at the top dose of about 77 µM; on the % scale 0 is the no-effect control and ±100 the full control effect
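ADP-Glo luminescence end-point read after a 60 min room-temperature kinase reaction of PI5P4Kalpha plus substrate, initiated with ATP at 5 microM final. Buffer: 0.038 M HEPES pH 7.4, EGTA, 0.1% CHAPS, 5% DMSO.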
EPAC1 ag – qHTS for Agonist of cAMP-regulated guanine nucleotide exchange factor 3 (EPAC1): primary screen. Rap guanine nucleotide exchange factor 3 (Homo sapiens), O95398. EPAC1 agonist qHTS, biochemical assay; response scale: 100% = response to 6.5 mM cAMP. Potency, µM (doses to about 154 µM), for the others: at the highest dose activation, most hits filed as activators. 360,000 tested, 0.073% active. AID 720707, 2013; further: potency means the concentration at half of the fitted maximal effect; nearly all actives have a fitted effect of over 60% in size
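Normalized to 6.5 mM cAMP, activity reflects EPAC1-catalysed release of BODIPY-GDP from Rap1B, followed kinetically over 30 min at 480 nm excitation, 540 nm emission. Reaction contained 100 nM EPAC1, 250 nM Rap1B-BODIPY-GDP, 50 uM GDP.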
EPAC2 ag – qHTS for Agonist of cAMP-regulated guanine nucleotide exchange factor 4 (EPAC2): primary screen | 360,000 tested, 0.079% active | Rap guanine nucleotide exchange factor 4 (Homo sapiens), Q8WZA2 | EPAC2 activation, biochemical qHTS; response scale: 100% = 6.5 mM cAMP response | Potency, µM (highest dose often 154 µM), inactives show top-dose activation, usual class: activators; further: potency means the concentration at half of the fitted maximal effect; nearly all actives have a fitted effect of over 50% in size
Target sequence (Q8WZA2 whole entry, looked up): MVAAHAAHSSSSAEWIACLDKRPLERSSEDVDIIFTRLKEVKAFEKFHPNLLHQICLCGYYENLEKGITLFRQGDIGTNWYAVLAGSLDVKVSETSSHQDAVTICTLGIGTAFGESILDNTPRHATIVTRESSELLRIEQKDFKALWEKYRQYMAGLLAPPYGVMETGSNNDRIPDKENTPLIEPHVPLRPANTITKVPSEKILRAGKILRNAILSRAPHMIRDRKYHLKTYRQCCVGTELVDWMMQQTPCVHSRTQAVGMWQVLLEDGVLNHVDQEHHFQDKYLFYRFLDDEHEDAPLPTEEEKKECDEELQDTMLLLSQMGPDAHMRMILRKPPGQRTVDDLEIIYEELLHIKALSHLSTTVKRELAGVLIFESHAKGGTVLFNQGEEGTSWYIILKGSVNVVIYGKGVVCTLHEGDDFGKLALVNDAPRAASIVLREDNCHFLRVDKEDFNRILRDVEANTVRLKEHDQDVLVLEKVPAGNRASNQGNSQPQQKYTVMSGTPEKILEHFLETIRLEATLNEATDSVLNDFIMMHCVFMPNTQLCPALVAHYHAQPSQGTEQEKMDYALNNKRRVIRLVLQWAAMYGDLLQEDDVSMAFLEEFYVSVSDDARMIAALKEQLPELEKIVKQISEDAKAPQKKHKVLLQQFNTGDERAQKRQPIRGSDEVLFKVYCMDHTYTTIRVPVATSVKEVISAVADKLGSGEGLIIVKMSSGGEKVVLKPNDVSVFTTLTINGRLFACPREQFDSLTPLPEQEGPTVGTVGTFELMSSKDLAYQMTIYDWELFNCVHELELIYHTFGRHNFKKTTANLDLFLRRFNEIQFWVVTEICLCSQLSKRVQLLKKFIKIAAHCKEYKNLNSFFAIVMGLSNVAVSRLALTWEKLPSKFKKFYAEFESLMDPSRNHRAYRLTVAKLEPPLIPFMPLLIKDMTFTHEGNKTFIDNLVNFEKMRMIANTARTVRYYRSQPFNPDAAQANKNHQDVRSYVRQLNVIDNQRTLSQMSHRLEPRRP
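Each well held 100 nM EPAC2, 250 nM RAP1B-BODIPY-GDP and 50 uM GDP. Fluorescence, read at 5-min intervals to 30 min, was referenced to a 6.5 mM cAMP positive control.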
CCT modulator – High-Throughput Screening for Modulators of Cytosolic Chaperonin Activity; AID 651819, 2012; purified chaperonin ATPase assay, HTRF ADP detection, 30 min; 360,000 tested, 0.3% active; activity change, % (concentration not given with the values), hits read low; in the data active means activity change below about -30%; further: on the % scale 0 is the no-effect control and ±100 the full control effect
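TRiC at 40 or 20 nM final (batch-dependent) in 30 mM Tris pH 7.4, 100 mM KCl, 5 mM MgCl2, 1 mM DTT, with compound at single 76 uM and 10 uM ATP, 30 min at 37 deg C. ADP detected by HTRF Transcreener, 665/615 ratio.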
EPAC1 antagonist – qHTS for Antagonist of cAMP-regulated guanine nucleotide exchange factor 3 (EPAC1): primary screen. Rap guanine nucleotide exchange factor 3 (Homo sapiens), O95398. EPAC1 GEF assay, Rap1b-BODIPY-GDP exchange fluorescence. Potency, µM (doses to about 115 µM), for inactives: top-dose activity change, negative = inhibition, actives largely listed as inhibitors. 360,000 tested, 0.14% active. AID 720709, 2013;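 further: potency means the concentration at half of the fitted maximal effect; plate controls were vehicle for no effect and positive control for full effect; nearly all actives have a fitted effect of over 50% in size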
PLK1 PBD inh – qHTS for Inhibitors of PLK1-PDB (polo-like kinase 1 - polo-box domain): Primary Screen; Plk1 PBD binding of FITC phosphopeptide, fluorescence polarization; Serine/threonine-protein kinase PLK1 (Homo sapiens), P53350; 360,000 tested, 2.8% active; AID 720504, 2013; Potency, µM, for inactives: max response, negative = inhibition, most hits filed as inhibitors; further: potency means the concentration at half of the fitted maximal effect; series mostly up to about 57 µM; on the % scale 0 is the no-effect control and ±100 the full control effect; nearly all actives have a fitted effect of over 65% in size
IL2 activator – qHTS of IL-2 Activators; IL-2 activation reporter assay, cell-based qHTS; stimulated with anti-CD3/CD4/CD28 beads; in transgenic mouse T cells; AID 652025, 2013; activation, % (series mostly up to about 46 µM); 360,000 tested, 0.065% active; in the data active means activation above about 50%; inconclusive means mostly about 30% to 49%; further: 0% is about no effect
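EGFP and DsRed fluorescence is measured by plate cytometry in unstimulated transgenic mouse T cells exposed to compound for 60 minutes, then stimulated 18 hours at 37 degrees C with anti-CD3/anti-CD4 beads plus anti-CD28.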
WRN helicase inh – qHTS for Inhibitors of WRN Helicase; WRN helicase unwinding, fluorescent forked duplex, kinetic; Bifunctional 3'-5' exonuclease/ATP-dependent helicase WRN (Homo sapiens), Q14191; Potency, µM (highest dose often 114 µM), for the others: at the highest dose activity change, negative = inhibition, usual class: inhibitors; 360,000 tested, 0.46% active; AID 651768, 2012; further: potency means the concentration at half of the fitted maximal effect; on the % scale 0 is the no-effect control and ±100 the full control effect; nearly all actives have a fitted effect of over 55% in size
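WRN at 20 nM final preincubated with compound 15 min at room temperature; reaction started with 100 nM fluorophore/quencher forked duplex oligonucleotide and 2 mM ATP final. Unwinding followed kinetically by red fluorescence (ex 525, em 598 nm).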
The depositor's hits bear a star; [ ] = dose if it differs, or a comment. Unless noted, the call rests on the fitted dose curve; in most records, active means well fitted curve in the direction sought with a large enough effect; inconclusive means small, poorly fitted or top-dose-only effect, or another doubt; inactive means no such curve, though single readings can be large; an effect the other way counts as inactive or inconclusive. These rows are one share of the data; rates above refer to the full screens.

Results for O=C(NC(=O)N1CCN(c2ccccc2)CC1)c1ccc(Cl)cc1 ?
EPAC1 ag: -1%; EPAC2 ag: -5%; CCT modulator: -1.6; EPAC1 antagonist: 9%; PLK1 PBD inh: -1%; IL2 activator: 0.7; WRN helicase inh: 6%

What do the screens show for `COc1cc(C(C)=O)ccc1OCC(=O)Nc1cc(S(=O)(=O)N2CCOCC2)ccc1N1CCCC1`?
PI5P4K alpha inh: 7; EPAC1 ag: -9%; EPAC2 ag: -4%; CCT modulator: 2.3; EPAC1 antagonist: -1%; PLK1 PBD inh: 5%; IL2 activator: -0.1; WRN helicase inh: -10%

What do the screens show for `CCOc1ccc(CCNC(=O)c2ccc(Cl)c(S(=O)(=O)N3CCOCC3)c2)cc1OCC`?
PI5P4K alpha inh: -11; EPAC1 ag: 0%; EPAC2 ag: -5%; CCT modulator: -0.5; EPAC1 antagonist: 6%; PLK1 PBD inh: -7%; IL2 activator: -5.6; WRN helicase inh: -15%

How did CS(=O)(=O)c1cccc(NC(=O)C2CCCN2S(=O)(=O)c2ccc(F)cc2)c1 (stereo unspecified) do in these assays?
PI5P4K alpha inh: -3; EPAC1 ag: 8%; EPAC2 ag: 10%; CCT modulator: 2.2; EPAC1 antagonist: 12%; PLK1 PBD inh: -5%; IL2 activator: -0.1; WRN helicase inh: -5%

What do the screens show for `Cc1ccc(S(=O)(=O)N2CCOCC2)cc1NC(=O)CN1CCC(Cc2ccccc2)CC1`?
PI5P4K alpha inh: 1; EPAC1 ag: 1%; EPAC2 ag: 11%; CCT modulator: 0.4; EPAC1 antagonist: -26%; PLK1 PBD inh: -6%; IL2 activator: -4.0; WRN helicase inh: -1%

What do the screens show for `Cc1cc(C(=O)N/N=C/c2ccc3ccccc3c2)n[nH]1`?
PI5P4K alpha inh: -2; EPAC1 ag: 1%; EPAC2 ag: 9%; CCT modulator: -4.1; EPAC1 antagonist: 3%; PLK1 PBD inh: -17%; IL2 activator: -4.2; WRN helicase inh: 1%

Results for O=C(O)Cn1ccc2ccccc21 ?
PI5P4K alpha inh: 4; EPAC1 ag: 7%; EPAC2 ag: 9%; CCT modulator: -1.0; EPAC1 antagonist: 14%; PLK1 PBD inh: -7%; IL2 activator: 0.2; WRN helicase inh: 7%

How did Nc1nc(CSC(=S)N2CCN(c3ccccc3)CC2)nc(Nc2ccccc2)n1 do in these assays?
PI5P4K alpha inh: -8; EPAC1 ag: 9%; EPAC2 ag: 15%; CCT modulator: -1.8; EPAC1 antagonist: -18%; PLK1 PBD inh: -17%; IL2 activator: -3.7; WRN helicase inh: -6%

What do the screens show for `COCCCNC(=S)N/N=C/c1ccc(O)cc1`?
PI5P4K alpha inh: 0; EPAC1 ag: 10%; EPAC2 ag: 5%; CCT modulator: -2.4; EPAC1 antagonist: -8%; PLK1 PBD inh: -6%; IL2 activator: 1.8; WRN helicase inh: -4%

Results for CCc1nc2ccc(C(=O)NCCc3ccccn3)cn2c1N(CC)CCOC ?
PI5P4K alpha inh: 3; EPAC1 ag: -16%; EPAC2 ag: -1%; CCT modulator: -1.5; EPAC1 antagonist: 16%; PLK1 PBD inh: -2%; IL2 activator: 0.1; WRN helicase inh: 5%

How did CC(C)n1c(NCc2cccs2)nc2ccccc21 do in these assays?
EPAC1 ag: -5%; EPAC2 ag: 7%; CCT modulator: -0.3; EPAC1 antagonist: 3%; PLK1 PBD inh: -1%; IL2 activator: -1.2; WRN helicase inh: 13%

How did CCn1c(CNC(=O)COc2ccc(C(C)C)cc2)nnc1SCC(=O)Nc1ccc(F)cc1 do in these assays?
EPAC1 ag: 10%; EPAC2 ag: 7%; CCT modulator: -1.7; EPAC1 antagonist: -4%; PLK1 PBD inh: 2%; IL2 activator: -1.4; WRN helicase inh: -9%

What do the screens show for `Cc1ccc(C)c(Nc2ccc3nonc3c2[N+](=O)[O-])c1`?
PI5P4K alpha inh: 7; EPAC1 ag: 0%; EPAC2 ag: 6%; CCT modulator: -0.6; EPAC1 antagonist: -18%; PLK1 PBD inh: -5%; IL2 activator: 5.9; WRN helicase inh: -3%

How did OC(c1cccc(CN2CCCCC2)c1)c1ncc(-c2ccccc2Cl)[nH]1 (stereo unspecified) do in these assays?
PI5P4K alpha inh: 2; EPAC1 ag: -12%; EPAC2 ag: 0%; CCT modulator: 1.9; EPAC1 antagonist: -5%; PLK1 PBD inh: 0%; IL2 activator: 3.8; WRN helicase inh: -1%

How did Cc1ccc(NC(=O)CCC(=O)c2cccs2)c(O)c1 do in these assays?
PI5P4K alpha inh: -2; EPAC1 ag: 9%; EPAC2 ag: 6%; CCT modulator: -0.1; EPAC1 antagonist: 8%; PLK1 PBD inh: -6%; IL2 activator: -0.1; WRN helicase inh: -6%

Results for COc1ccc(C2C=C(c3ccc(C)cc3)Nc3ncnn32)cc1 (stereo unspecified) ?
PI5P4K alpha inh: 10; EPAC1 ag: 10%; EPAC2 ag: 6%; CCT modulator: -0.4; EPAC1 antagonist: inconclusive; PLK1 PBD inh: 0%; IL2 activator: 0.3; WRN helicase inh: -2%

Results for CC1Cn2c(nnc2-c2cccc(Cl)c2)S1 (stereo unspecified) ?
PI5P4K alpha inh: 1; EPAC1 ag: 3%; EPAC2 ag: 1%; CCT modulator: 0.3; EPAC1 antagonist: inconclusive; PLK1 PBD inh: -1%; IL2 activator: -1.6; WRN helicase inh: -2%

What do the screens show for `CCCN1CCC2(CC1)NC(C(=O)O)Cc1c2[nH]c2ccccc12` (stereo unspecified)?
PI5P4K alpha inh: 1; EPAC1 ag: 3%; EPAC2 ag: 4%; CCT modulator: -2.3; EPAC1 antagonist: 11%; PLK1 PBD inh: -3%; IL2 activator: -2.6; WRN helicase inh: -2%

What do the screens show for `COC(=O)C1C(O)=C(C=NCc2ccccc2)C(=O)CC1(C)C` (stereo unspecified)?
PI5P4K alpha inh: 1; EPAC1 ag: 4%; EPAC2 ag: 5%; CCT modulator: 0.3; EPAC1 antagonist: 2%; PLK1 PBD inh: -8%; IL2 activator: 1.4; WRN helicase inh: 3%

What do the screens show for `O=C(NCC1CCCO1)C1CCCN(S(=O)(=O)c2cccc3nsnc23)C1` (stereo unspecified)?
PI5P4K alpha inh: -2; EPAC1 ag: -4%; EPAC2 ag: -5%; CCT modulator: -4.5; EPAC1 antagonist: 11%; PLK1 PBD inh: -3%; IL2 activator: 0.4; WRN helicase inh: 6%

What do the screens show for `CCn1c(SCc2nc3ccccc3nc2C)nnc1-c1cccs1`?
PI5P4K alpha inh: -5; EPAC1 ag: -13%; EPAC2 ag: 0%; CCT modulator: -1.3; EPAC1 antagonist: -9%; PLK1 PBD inh: 0%; IL2 activator: 1.1; WRN helicase inh: 12%

What do the screens show for `COc1ccc(CCN(C)C(=O)C2CCCN(C3CCN(Cc4ccccc4)CC3)C2)cc1OC` (stereo unspecified)?
PI5P4K alpha inh: -2; EPAC1 ag: 6%; EPAC2 ag: 10%; CCT modulator: -1.6; EPAC1 antagonist: -12%; PLK1 PBD inh: -1%; IL2 activator: 1.3; WRN helicase inh: 1%

Results for C=CCn1c(SCC(=O)Nc2ccc3c(c2)OCO3)nnc1-c1ccccc1O ?
EPAC1 ag: 0%; EPAC2 ag: 3%; CCT modulator: -3.4; EPAC1 antagonist: -12%; PLK1 PBD inh: -3%; IL2 activator: 2.9; WRN helicase inh: -6%

Results for N#CCCN(C(=O)COC(=O)C1=COCCO1)c1ccc(F)cc1 ?
PI5P4K alpha inh: -5; EPAC1 ag: 4%; EPAC2 ag: 0%; CCT modulator: -1.6; EPAC1 antagonist: 5%; PLK1 PBD inh: -2%; IL2 activator: 0.2; WRN helicase inh: -6%

Results for C=CCN1C(=S)N[C@@H]2CS(=O)(=O)C[C@@H]21 ?
PI5P4K alpha inh: 3; EPAC1 ag: -3%; EPAC2 ag: 9%; CCT modulator: 0.9; EPAC1 antagonist: -14%; PLK1 PBD inh: -3%; IL2 activator: -0.6; WRN helicase inh: -9%

How did O=C(NCCSCc1c(F)cccc1Cl)Nc1ccccc1 do in these assays?
PI5P4K alpha inh: 0; EPAC1 ag: 13%; EPAC2 ag: 15%; CCT modulator: 1.1; EPAC1 antagonist: -3%; PLK1 PBD inh: -13%; IL2 activator: 0.5; WRN helicase inh: 14%

What do the screens show for `COc1ccc(NC(=O)CSc2nnnn2Cc2ccccc2)cc1`?
PI5P4K alpha inh: 6; EPAC1 ag: -7%; EPAC2 ag: 3%; CCT modulator: -2.7; EPAC1 antagonist: -17%; PLK1 PBD inh: -6%; IL2 activator: -0.9; WRN helicase inh: 1%

How did Cc1[nH]c2ccccc2c1C(=O)C(=O)NCc1cccs1 do in these assays?
PI5P4K alpha inh: 3; EPAC1 ag: 3%; EPAC2 ag: 7%; CCT modulator: 2.7; EPAC1 antagonist: -21%; PLK1 PBD inh: -5%; IL2 activator: 6.4; WRN helicase inh: -3%

Results for O=C(O)CSCc1ccc(Cl)cc1 ?
PI5P4K alpha inh: 6; EPAC1 ag: 3%; EPAC2 ag: 0%; CCT modulator: -2.2; EPAC1 antagonist: -1%; PLK1 PBD inh: -14%; IL2 activator: -0.5; WRN helicase inh: 2%

How did O=C(CSc1ncn[nH]1)Nc1cccc2ccccc12 do in these assays?
PI5P4K alpha inh: -9; EPAC1 ag: 2%; EPAC2 ag: -2%; CCT modulator: -1.0; EPAC1 antagonist: -1%; PLK1 PBD inh: -9%; IL2 activator: -0.3; WRN helicase inh: -1%[57.1 µM]

Results for COc1ccc(NC(=O)CC#N)cc1OC ?
PI5P4K alpha inh: 1; EPAC1 ag: 0%; EPAC2 ag: -5%; CCT modulator: -1.5; EPAC1 antagonist: 0%; PLK1 PBD inh: 1%; IL2 activator: 0.7; WRN helicase inh: -1%

Screening data deposited in PubChem by National Center for Advancing Translational Sciences (NCATS).
